CHRM1 agonist: activates human CHRM1 receptor. P11229. CHO-K1 hM1, Fluo-8 calcium fluorescence, agonist mode; 0% DMSO, 100% acetylcholine EC100. activation, % at 3 µM. 360,000 compounds, 0.33% hits;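 active = activation above the run's mean compound activation plus 3 SD, cut at about 16% in these data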;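 also: peak over basal fluorescence ratio within a 140 s kinetic read after compound addition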
TAAR1 ag: agonists of human TAAR1; CHO RD-HGA16 TAAR1, Fluo-8 calcium fluorescence; vehicle wells 0%, saturating PEA agonist 100%; activation, % at 3 µM; 360,000 compounds, 0.99% hits; AID 624467;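 active = activation above the mean activation of all test compounds in the run plus 3 SD, cut at about 38% in these data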
Target sequence (Q96RJ0 whole entry, looked up): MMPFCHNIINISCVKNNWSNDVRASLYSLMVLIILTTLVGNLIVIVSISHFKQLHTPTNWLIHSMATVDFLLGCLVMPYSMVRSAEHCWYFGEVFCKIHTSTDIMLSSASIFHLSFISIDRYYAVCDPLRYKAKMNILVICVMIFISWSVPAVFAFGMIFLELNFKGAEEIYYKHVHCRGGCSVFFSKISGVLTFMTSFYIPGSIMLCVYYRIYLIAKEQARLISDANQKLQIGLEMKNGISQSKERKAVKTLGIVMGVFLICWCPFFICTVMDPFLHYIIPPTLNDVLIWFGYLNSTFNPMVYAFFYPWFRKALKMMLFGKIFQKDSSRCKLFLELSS
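Test system: RD-HGA16 (CHO) cells co-expressing Gα16 and hTAAR1 | Doses: Single dose, 3 µM | Schedule: 17-24 h seeding, 75 min 37 °C dye, 30 min RT | Evaluation: % activation from peak over basal fluorescence ratio, DMSO-to-PEA scaled | Technique: Kinetic Fluo-8 calcium fluorescence | Benchmarks: Low control DMSO, high control PEA (EC100)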
V1R ag counter: counter-screen for oxytocin receptor agonists: human V1a receptor agonists. P37288. CHO-V1R cells, Fluo-8 calcium fluorescence, agonist mode; 0% DMSO, 100% 3 nM vasopressin. activation, % at 3 µM. 320,000 compounds, 0.25% hits;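 active = activation above the mean activation of all tested compounds plus 3 SD, per screening run, cut at about 20% in these data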;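 also: signal is peak over basal fluorescence ratio across a 100 second FLIPR read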
TAAR1 antag: human TAAR1 antagonism; CHO RD-HGA16 TAAR1, Fluo-8 calcium fluorescence, antagonist; inhibition, % at 3 µM; 360,000 compounds, 1.5% hits; AID 624466;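 active = inhibition above a per-plate cutoff, the mean inhibition of test compounds on that plate plus 3 SD, cut at about 49% in these data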;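 also: 0% = DMSO plus EC80 beta-PEA response and 100% = DMSO alone without agonist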
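Test system: CHO RD-HGA16 cells bearing hTAAR1 | Reagent: β-PEA, EC80 | Compound dosing: 3 µM, single point | Schedule: Dye loading 75 min at 37 °C, then 30 min room temperature | Signal: Calcium fluorescence with Fluo-8 | Evaluation: Percent inhibition of PEA-evoked calcium signal, max/basal emission ratio | Control set: DMSO-only wells and EC80 β-PEA-stimulated wells | Repeats: Singlicate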
CHRM1 antagonist: blocks human M1 muscarinic receptor | P11229 | CHO-K1 hM1, Fluo-8 calcium fluorescence, ACh EC80 antagonist | inhibition, % at 3 µM | 360,000 compounds, 1.3% hits;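 active = percent inhibition above its own plate's cutoff, namely the mean of that plate's compound wells plus 3 SD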;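 also: peak over basal fluorescence ratio during 140 s after agonist addition; 0% = ACh EC80 plus DMSO and 100% = DMSO alone without agonist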
CHO parental Ca: counter-screen: ATP calcium response change in parental CHO cells | AID 463079 | 330,000 compounds, 0.63% hits | inhibition, % at 5.6 µM | parental CHO-K1, ATP-induced calcium, Fluo-8 fluorescence;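 active = inhibition above that plate's mean sample inhibition plus 3 SD, cut at about 26% in these data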;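 also: 0% = ATP-challenged DMSO wells and 100% = DMSO wells without ATP; some compounds past the cut are filed as inactive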
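Measured by: calcium-sensitive Fluo-8 fluorescence / Test system: CHO parental line / Controls: ATP-challenged DMSO wells low, unchallenged DMSO wells high / Measure: % inhibition / Compound: single nominal dose of 5.6 µM per compound / Replicates: single well per compound, no replicates / Reagent: ATP as calcium-mobilizing challenge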
CHRM1 PAM: positive allosteric modulators of human M1 muscarinic receptor; P11229; CHO-K1 hM1, Fluo-8 calcium fluorescence, ACh EC20; 0% = ACh EC20, 100% = maximal ACh; activation, % at 3 µM; 360,000 compounds, 0.088% hits; AID 588819; in the data active = activation above about 19%, passing the limit was not always enough
OXTR ag: human OXTR agonism; P30559; CHO-OTR cells, Fluo-8 calcium fluorescence; normalized: DMSO 0%, oxytocin 100%; activation, % at 3 µM; 320,000 compounds, 0.32% hits;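 active = activation above the mean of all tested compounds plus 3 SD, cutoff set per screening run, cut at about 20% in these data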;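 also: peak over basal fluorescence ratio from a 100 s FLIPR kinetic read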
Target sequence (P30559 whole entry, looked up): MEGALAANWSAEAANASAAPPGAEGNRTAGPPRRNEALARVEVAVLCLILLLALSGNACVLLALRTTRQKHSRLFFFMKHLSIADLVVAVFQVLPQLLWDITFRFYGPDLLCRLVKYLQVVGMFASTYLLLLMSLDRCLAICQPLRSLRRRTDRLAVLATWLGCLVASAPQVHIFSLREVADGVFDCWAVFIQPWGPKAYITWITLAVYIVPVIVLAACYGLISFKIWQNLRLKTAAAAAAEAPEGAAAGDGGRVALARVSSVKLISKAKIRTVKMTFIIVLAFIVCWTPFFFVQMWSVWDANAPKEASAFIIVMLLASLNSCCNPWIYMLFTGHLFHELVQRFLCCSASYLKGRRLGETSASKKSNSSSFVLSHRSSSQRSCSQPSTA
OXTR potentiate: potentiates the human oxytocin receptor response; P30559; CHO-OTR cells, Fluo-8 calcium fluorescence, potentiator mode; 0% = oxytocin EC15, 100% = EC100; activation, % at 3 µM; 320,000 compounds, 0.061% hits; AID 2445;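 active = activation above that plate's cutoff, the mean activation of tested compounds plus 3 SD, cut at about 6.6% in these data, passing the limit was not always enough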;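 also: 100% uses oxytocin at 75 nM as the full agonist control; some results filed as inactive read as strong as hits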
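Dosing: Single dose, 3.0 µM nominal final compound concentration | Material: Human OTR in CHO cells | Technique: Kinetic Fluo-8 calcium fluorescence | Benchmarks: EC15 oxytocin alone as 0%, 75 nM oxytocin as 100% | Probe or stimulus: Oxytocin at about EC15, sub-maximal agonist stimulus | Incubation: Compound 6 min at room temperature before oxytocin, 100 s read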
Active calls of the source: *; . = not tested or not shown.

The line under a structure holds: CHO parental Ca	CHRM1 antagonist	OXTR ag	OXTR potentiate	TAAR1 antag	CHRM1 PAM	CHRM1 agonist	V1R ag counter	TAAR1 ag
- O=C(NN=C(c1ccccc1)c1ccccn1)c1ccccc1
    -1	-6	-2.2	5	-21	-1	-2	0.1	1
- CN(Cc1ccccc1)C(=O)CCCn1c(=O)[nH]c2cc(Cl)ccc2c1=O
    10	-23	4.5	-18	-9	5	3	4.3	13
- O=C(CN1C(=O)NC2(CCCC2)C1=O)OCC(=O)c1cccc(Cl)c1
    .	11	.	.	-1	-1	-2	.	2
- O=C(Nc1ccccc1C(=O)O)c1ccc(NC(=O)c2ccc(Br)o2)cc1
    -13	-7	-1.0	-5	.	4	-1	0.0	.
- Nc1nnc(CC(=O)N/N=C/c2cccc(OCCOc3ccccc3)c2)s1
    19	8	-1.0	-16	13	-3	-3	0.4	7
- COc1ccc(CCNc2ccc(C(CC(N)=O)NC(=O)c3cc(OC)ccc3OC)cc2[N+](=O)[O-])cc1 (configuration not stated)
    -13	6	1.0	4	26	-1	-4	-0.1	2
- COc1cccc(CNS(=O)(=O)c2ccc3c(c2)CCN3C(=O)C2CC2)c1
    -8	-1	8.0	-11	17	-2	-2	6.1	8
- O=[N+]([O-])c1ccc(CNc2cccc(F)c2)s1
    -5	-19	-0.8	4	-1	10	-6	-0.2	4
- COc1cc(OC)cc(-c2c(-c3cccs3)c3cc(-c4ccc5c(c4)OCO5)ccc3n2C)c1
    -1	3	1.0	-1	-4	2	-2	-0.3	16
- Cc1ccccc1-n1nc2c(c1NC(=O)c1cc3ccccc3o1)CS(=O)(=O)C2
    -8	-5	0.4	3	-4	6	-3	1.1	0
- CCOc1cccc(C(=O)NC(=S)Nc2ccccc2)c1
    -21	-3	-2.0	-6	-18	-4	-10	-0.4	-1
- COc1ccc(N2CCN(C(=O)C3CCN(C(=O)c4cccc(Cl)c4)CC3)CC2)cc1
    -8	-9	0.3	-8	-15	8	-1	1.8	6
- O=C(NNC(=S)NC(=O)c1cccs1)c1ccc(O)cc1
    .	-21	.	.	-19	17	-1	.	-1
- COc1ccc(-n2c(N)c(C(=O)NCc3ccco3)sc2=S)cc1
    -19	-3	-1.1	-12	3	0	-5	0.4	5
- O=C(Nc1ccc(Cl)cc1Cl)c1csc(-c2cccnc2)n1
    -2	-4	0.3	0	-22	3	-5	0.6	2
- CCOc1ccc(S(=O)(=O)Nc2cccc(C(=O)NCC(c3ccc(OC)cc3)N3CCOCC3)c2)cc1 (configuration not stated)
    -23	0	0.4	-8	5	-1	-3	4.8	5
- CN(CC(=O)Nc1cccc(F)c1)C(=O)Cn1c(=O)cnc2ccccc21
    9	3	-0.2	-10	-31	6	-2	0.3	3
- Cc1nnc(SCC(=O)Nc2ccc3c(c2)OCCO3)s1
    -6	-18	-0.3	1	5	8	-4	0.0	12
- CCc1ccc(CN(C)C(=O)c2cccc(S(=O)(=O)Nc3ccccc3OC)c2)cc1
    .	-8	.	.	10	7	0	.	-1
- O=C(CN(Cc1ccccc1)C(=O)c1ccco1)NCc1ccc(F)cc1
    -16	-4	3.4	-9	-16	7	2	-0.7	12
- CCc1csc(CCNC(=O)C2CCC(=O)N(Cc3cccc(C(F)(F)F)c3)C2)n1 (configuration not stated)
    -16	-10	0.9	-5	2	1	-3	0.8	-1
- c1ccc2c(-c3nc4ccccc4[nH]3)cccc2c1
    .	-4	.	.	20	-5	-2	.	2
- Fc1cccc(Cl)c1Cn1ncc2ccccc21
    .	-19	.	.	-20	12	-3	.	0
- CN(CC(=O)NC1CCCc2ccccc21)S(=O)(=O)c1cccs1 (configuration not stated)
    -13	-8	-2.0	-9	-6	9	-3	0.6	5
- CC(=O)Nc1cccc(OCc2cnc(Cl)s2)c1
    7	0	1.3	-10	-13	4	-2	0.1	2
- CSc1ncccc1C(=O)OCC(=O)N1CCc2ccccc21
    -13	-6	-0.9	-9	0	1	-3	-0.3	2
- Cc1ccc(C)c(SCC(=O)c2ccc[nH]2)c1
    -13	15	8.3	-25	2	-2	-2	3.8	19
- O=C(CC1C(=O)NCCN1C(=O)Nc1ccc(Cl)cc1)Nc1ccc(F)cc1 (configuration not stated)
    -1	-12	1.8	2	8	12	0	5.8	18
- OCCC1CN(CCCn2cccn2)CCN1Cc1ccccc1 (configuration not stated)
    -7	-3	-1.1	-10	5	0	-9	0.2	-1
- Cc1c(CCC(=O)N2CCC[C@H]2C(=O)O)c(=O)oc2cc3oc4c(c3cc12)CCCC4
    -10	-6	-1.1	4	.	0	-6	-0.6	.
- Cc1ccc(S(=O)(=O)N2CCN(C(=O)COC(=O)c3ccc(C(C)(C)C)cc3)CC2)c(C)c1
    3	-3	-0.2	-9	-11	8	-2	0.4	3
- CCOC(=O)COc1c(-c2ccc(OC)cc2)oc2ccccc2c1=O
    -24	-7	-1.5	-4	17	1	-3	-1.2	5
- COc1ccc(CN2CCNC(=O)C2CC(=O)NCc2cc(C)n(C)n2)c(F)c1 (configuration not stated)
    -3	-13	0.0	-1	-11	8	-2	1.0	0
- c1ccc(-c2ccc(CN3C[C@@H]4C(c5ccccc5)C5(c6cccnc6)CC4(C5)[C@H]3c3ccccc3)cc2)cc1 (some centres not stated)
    -28	13	-0.3	-7	-13	-19	-9	0.2	2
- COc1ccc(C(=O)NC2CC3CCCC(C2)N3CC(C)C)cc1OC (configuration not stated)
    -5	5	0.6	-4	8	5	-4	-0.4	2
- Cc1cccc(NC(=O)NNC(=O)c2nn(C)cc2Br)c1
    2	0	1.1	-2	-1	-3	0	0.1	2
- CC1=CSC2=NC(=O)/C(=C\c3cccn3-c3ccccc3)C(=N)N12
    -17	19	-1.9	-4	42	-9	-5	2.5	7
- Cn1c(CNC(=O)c2ccccc2F)nnc1SCC(=O)N1CCN(c2ccccc2)CC1
    -21	3	-0.5	3	2	8	-8	-0.5	-1
- CN(C)S(=O)(=O)c1ccc(C(=O)N2CCOCC2)cc1
    4	6	-0.3	-12	11	3	-3	0.1	3
- Cc1ccc(Nc2nc(C(=O)N3CCC(C(=O)NCCN4CCOCC4)CC3)cs2)cc1
    -1	-2	-1.6	-1	5	7	-6	0.1	9
- COc1cnc(-c2ccccn2)nc1Oc1ccc(C(C)(C)C)cc1
    -33	-12	2.3	-8	18	18	3	2.0	36
- O=C(OCC(=O)N1CCc2ccccc21)c1cccnc1Cl
    -12	-9	-0.6	8	.	10	-5	0.3	.
- COc1ccc(C2N(C(=O)C(F)(F)F)C(C)CN2S(=O)(=O)c2ccc(C)cc2)cc1 (configuration not stated)
    -14	3	-1.7	-15	-4	3	-4	0.0	-4
- O=C1CCC/C(=N/NC(=O)c2cc(NS(=O)(=O)c3cccs3)cc(NS(=O)(=O)c3cccs3)c2)C1
    8	-15	1.8	-7	-1	7	-5	0.9	1
- COc1ccccc1CNC(=O)C1COc2ccccc2O1 (configuration not stated)
    -8	-8	-1.2	-7	14	4	-3	-1.1	-1
- COCCSc1ccccc1C(=O)NCc1cccnc1
    11	-6	0.6	-2	9	7	-4	-0.1	0
- CN1CCC(N(C)C(=O)c2cc(S(=O)(=O)N3CCOCC3)ccc2Cl)CC1
    -7	-15	1.1	-1	-16	10	-5	0.3	1
- CCCCNC(=O)C1CC(=O)N(C2CCCCC2)C1 (configuration not stated)
    -16	-4	0.2	-1	-8	3	-3	0.5	-1
- COc1ccc(-n2c(=S)[nH]c3cc(C(=O)N(C)Cc4ccccc4)ccc3c2=O)cc1
    -1	-14	2.8	-3	-4	8	-6	1.1	2
- O=C(CNC(=O)c1ccccc1Br)NCCSc1ccc(Br)cc1
    -23	-11	-0.6	-15	27	3	-3	0.6	5
- CC(C)=NNc1nc2c(c(=O)[nH]c(=O)n2C)n1CCc1ccccc1
    -7	0	-1.9	-13	-13	2	-6	-0.6	47*
- O=C(OCC(=O)N1CCN(S(=O)(=O)c2ccccc2)CC1)c1ccc([N+](=O)[O-])o1
    -9	-1	0.5	-15	-1	4	-4	-0.1	2
- Cc1cccc(C(=O)OC(C)CN2CCCC2)c1 (configuration not stated)
    -14	5	0.8	-2	-17	-14	-10	-0.6	-1
- Cc1noc(C)c1C(=O)N1CCC(C(=O)c2ccccc2)CC1
    -13	-6	0.6	-10	5	6	-4	2.1	1
- O=C(COC(=O)CCc1nc2ccccc2s1)Nc1nc(-c2ccccc2)cs1
    -11	-4	-2.0	-10	55*	-5	-7	-0.6	4
- Cc1cccc(C)c1NC(=O)CS(=O)CC(=O)NC1CCCc2ccccc21 (configuration not stated)
    -14	-3	0.9	-6	-8	4	-3	0.5	2
- CS/C(=C\[N+](=O)[O-])Nc1ccc(Cl)cc1
    0	-2	-0.6	-21	-18	3	-3	-0.4	6
- O=C(CSc1n[nH]c(-c2ccccc2)n1)NCc1cccc(C(=O)O)c1
    -3	-12	0.8	-5	12	17	0	0.2	1
- Cc1cc(C)c2cc(C(=O)Nc3ccc4c(c3)OCO4)[nH]c2c1
    -9	.	-3.4	0	4	.	.	-0.4	0
- COC(=O)Nc1nc(Sc2ncc(C(F)(F)F)cc2Cl)n[nH]1
    -13	-3	0.4	8	10	1	-4	-0.3	8

(further entries)
The line under a structure holds: CHO parental Ca	CHRM1 antagonist	OXTR ag	OXTR potentiate	TAAR1 antag	CHRM1 PAM	CHRM1 agonist	V1R ag counter	TAAR1 ag
- Cc1cc(C(=O)Nc2ccccc2C(=O)O)ccc1NC(=O)COc1cccc(C)c1C
    -7	-3	-0.6	-8	-25	3	1	0.4	2
- COc1ccc(NC(=O)c2ccccc2NC(=O)c2ccco2)c(OC)c1
    -31	-1	-1.1	-2	17	3	4	0.0	10
- COc1ccc(-n2nc(C(=O)N3CCCCC3)c(C)c(C#N)c2=O)cc1
    -9	-4	-1.2	3	11	3	-5	-0.8	-1
- O=[N+]([O-])C1=CC=C2C(=NC3(CCCCC3)N2O)C1=NCCO
    -6	-10	-1.2	3	3	5	-4	0.1	1
- O=C(COC(=O)c1ccc(S(=O)(=O)N2CCOCC2)cc1)NC1CCCCCCC1
    -16	-8	0.3	-8	0	9	-6	0.0	1
